Screens from PubChem.
EP2 mod = EP2 receptor (human) modulation; EP2-expressing cells, cAMP HTRF FRET, PGE2 co-stimulation; induction, % at 25 µM; actives 0.83% (n = 260,000); AID 940;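 active = compounds whose cAMP rise, as percent of the full-agonist control response, exceeds 60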;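 note: rat C6 glioma line stably carrying human EP2 under a CMV promoter; the protocol text gives 20 µM as final concentration; 100% = response of wells given 1 µM PGE2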
Target sequence (P43116 whole entry, looked up): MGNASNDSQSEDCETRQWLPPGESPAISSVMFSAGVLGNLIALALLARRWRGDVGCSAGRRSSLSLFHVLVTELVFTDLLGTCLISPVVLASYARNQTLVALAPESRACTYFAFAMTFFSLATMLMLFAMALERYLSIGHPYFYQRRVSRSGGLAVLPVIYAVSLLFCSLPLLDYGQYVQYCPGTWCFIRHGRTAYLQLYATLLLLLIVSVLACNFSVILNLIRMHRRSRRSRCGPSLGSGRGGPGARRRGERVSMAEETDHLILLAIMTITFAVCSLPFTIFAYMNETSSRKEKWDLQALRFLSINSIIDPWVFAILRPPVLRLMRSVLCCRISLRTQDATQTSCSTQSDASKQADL
S1P4 antag = human S1P4 receptor antagonism; AID 1510; S1P4-expressing cells, antagonist mode, reporter read-out; inhibition, % at 4.98 µM; actives 0.26% (n = 220,000); O95977; in the data active = inhibition above about 29%;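 note: 0% = wells stimulated with agonist and 100% = vehicle wells without agonist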
eIF4E 4G PPI = blocks eIF4E binding to eIF4G; TR-FRET eIF4E-eIF4GI(517-606) binding, 2 h; P63073+Q04637; AID 782; inhibition, % at 21.7 µM; actives 0.37% (n = 220,000);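 active = inhibition above about 30%, limit read from the data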;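 note: 0% = full FRET control wells and 100% = background wells lacking eIF4GI fragment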
NPY Y1 blocker = antagonists of human neuropeptide Y receptor Y1. P25929. actives 1% (n = 200,000). inhibition, % at 3.6 µM. HEK293-CNG Y1 cells, membrane potential fluorescence; NPY at EC95, then isoproterenol;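 active = inhibition above the campaign mean inhibition of all tested compounds plus 3 SD, cut at about 20% in these data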;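 note: 0% = DMSO wells given NPY plus isoproterenol and 100% = isoproterenol alone without NPY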
Target sequence (P25929 whole entry, looked up): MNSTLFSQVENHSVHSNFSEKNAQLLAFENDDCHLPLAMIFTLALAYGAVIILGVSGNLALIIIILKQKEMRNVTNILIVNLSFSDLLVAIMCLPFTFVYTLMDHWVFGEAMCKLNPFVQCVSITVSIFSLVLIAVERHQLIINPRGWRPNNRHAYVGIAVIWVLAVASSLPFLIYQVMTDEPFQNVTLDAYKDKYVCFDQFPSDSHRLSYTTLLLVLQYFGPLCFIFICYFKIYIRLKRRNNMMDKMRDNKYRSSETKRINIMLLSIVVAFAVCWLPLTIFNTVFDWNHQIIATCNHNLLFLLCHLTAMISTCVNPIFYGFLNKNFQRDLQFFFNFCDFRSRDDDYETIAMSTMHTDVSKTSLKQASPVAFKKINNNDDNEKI
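Test system: HEK293 cells co-expressing NPY Y1 receptor and cyclic-nucleotide gated channel; Also added: NPY (25 nM), isoproterenol (1 µM), Ro 20-1724 (25 µM); Compound dosing: one concentration, 3.6 µM, in 0.4% DMSO; Timing: dye 3 h, compound 60 min room temperature, stimulation 45 min; Technique: Membrane-potential fluorescent dye readout.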
NPY2 pot ag = potentiates or activates human NPY-Y2 receptor; P49146; cells expressing NPY-Y2, potentiator/agonist read-out; activation, % at 3.6 µM; actives 0.45% (n = 220,000); AID 1359; in the data active = activation above about 27%;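 note: cells stimulated with NPY near EC25 plus isoproterenol at EC100; 0% = vehicle plus submaximal agonist and 100% = vehicle plus saturating agonist; some results beyond the cut were filed as inactive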
p97 inhibitor = inhibitors of human p97 ATPase. P55072. recombinant p97 ATPase, Kinase-Glo ATP luminescence, 3 h. inhibition, % at 8 µM. actives 0.42% (n = 220,000). AID 1481; in the data active = inhibition above about 15%;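 note: 0% = DMSO vehicle and 100% = wells lacking enzyme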
EP2 antag = EP2 receptor (human) inhibition; P43116; C6 glioma cells expressing human EP2, cAMP TR-FRET; cells stimulated with saturating PGE2; inhibition, % at 25 µM; actives 0.52% (n = 260,000); AID 1422;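 active = percent inhibition above 40 after rounding to a whole number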;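 note: rat C6 glioma host cells with rolipram phosphodiesterase inhibitor present; the protocol text gives 20 µM as final concentration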
NPY-Y1 PAM-ag = human NPY-Y1 potentiation or agonism, primary screen. NPY-Y1 expressing cells, potentiator/agonist activation. activation, % at 3.6 µM. actives 0.37% (n = 220,000); in the data active = activation above about 33%, passing the limit was not always enough;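 note: cells stimulated with NPY at EC10 then isoproterenol at EC100; 0% = low agonist plus stimulus and 100% = saturating agonist plus stimulus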
S1P4 agonist = human S1P4 receptor agonism | S1P4-expressing cell line, agonist reporter assay | activation, % at 4.98 µM | actives 0.35% (n = 220,000) | AID 1509; in the data active = activation above about 11%;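 note: 0% = DMSO vehicle and 100% = reference agonist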
Numbers without * were called inactive; x = no result given; [ ] = dose if it differs, or a comment. Only part of the results is shown; count on the stated rates, not on these rows.

Order of values: EP2 mod	S1P4 antag	eIF4E 4G PPI	NPY Y1 blocker	NPY2 pot ag	p97 inhibitor	EP2 antag	NPY-Y1 PAM-ag	S1P4 agonist
#1 O=C(NCCN1CCN(C(=O)NC2CCCCC2)CC1)NC1CCCCC1
→ 8	-13	8	2	1	-1	18	3	1.1
#2 COc1cc(NC(=O)CSc2nnc(-c3ccncc3)n2C2CCCCC2)ccc1NC(=O)c1ccco1
→ 35	-2	-2	6	-18	2	5	-49	0.7
#3 CCCN1CCC(NC(=S)Nc2cccc(Cl)c2Cl)CC1
→ -27	-9	3	0	-9	1	12	-11	1.3
#4 Cc1ccc(N2C(=O)c3oc4ccccc4c(=O)c3C2c2cccc(O)c2)nc1 (stereo unspecified)
→ x	-12	x	-7	25	5	6	14	-1.5
#5 O=c1[nH]c2ccccc2n2c(-c3ccncc3)nnc12
→ 6	-10	4	1	-4	2	12	13	0.9
#6 CCOC(=O)c1cn(CC)c2cc(Cl)c([N+](=O)[O-])cc2c1=O
→ 16	-3	7	6	-7	-6	7	-24	-2.8
#7 Cn1c(SCC(=O)N2CCOCC2)nnc1-c1ccc2ncccc2c1
→ 4	14	3	x	-21	8	6	1	1.8
#8 CC1Cc2cc(/C(O)=C3/C(=O)C(=O)N(Cc4ccco4)C3c3cccs3)ccc2O1 (stereo unspecified)
→ 26	2	0[fluorescence artefact?]	13	-3	6	22	-7	-2.9
#9 Cc1ccc2c(C)c(C(=O)NCc3ccc(S(N)(=O)=O)cc3)oc2c1C
→ -26	-4	0	3	2	2	7	-13	-0.7
#10 CCN1CCCC(OC(=O)c2cc(-c3ccc(C)cc3)nc3ccccc23)C1 (stereo unspecified)
→ -21	-8	3	19	-14	-4	20	-39	-0.1
#11 COc1ccc(-c2noc(CSc3nc4sc(C)c(C)c4c(=O)n3-c3ccccc3)n2)cc1
→ 10	-11	10[fluorescence artefact?]	-4	-11	-2	8	2	21*
#12 COc1ccc(NC(=S)NN2C(C)CCCC2C)cc1 (stereo unspecified)
→ -4	-4	-2[fluorescence artefact?]	2	0	-2	4	-13	3.5
#13 O=C(CC1(c2ccc(Cl)cc2)C2CC3CC(C2)CC1C3)NCCO (stereo unspecified)
→ -37	6	1	1	-3	-5	4	1	0.5
#14 Clc1ccc(Nc2ncnc3c2nnn3Cc2ccccc2)cc1
→ -28	3	-1	x	6	2	7	-16	0.8
#15 Cn1c(N)c(C(=O)COC(=O)C2CCC(C(C)(C)C)CC2)c(=O)n(C)c1=O (stereo unspecified)
→ 16	-1	-3[fluorescence artefact?]	5	3	1	21	7	-3.4
#16 CCCN(S(=O)(=O)c1ccc(OCC)cc1)S(=O)(=O)c1cccs1
→ 27	-7	1	17	-2	0	8	-12	-2.8
#17 CCCCC(CC)CNC(=O)c1ccc2c(c1)OCO2 (stereo unspecified)
→ -49	11	4	20	-18	-1	10	-15	-1.3
#18 CCOC(=O)c1cc(NC(=O)c2ccoc2C)cc(C(=O)OCC)c1
→ 38	-6	-9	5	-5	-4	7	-17	1.0
#19 C=CCSc1nnc(-c2c[nH]c3ccccc23)n1CCOC
→ x	-12	x	0	-14	2	4	1	-1.1
#20 CCN(CC(=O)Nc1ccc(C(C)=O)cc1)CC(=O)Nc1cccc(OC)c1
→ -55	-48	1	7	5	-2	8	19	2.6

Whole records, quoted from the list. Order of screens: EP2 mod	S1P4 antag	eIF4E 4G PPI	NPY Y1 blocker	NPY2 pot ag	p97 inhibitor	EP2 antag	NPY-Y1 PAM-ag	S1P4 agonist
Clc1ccc(Nc2ncnc3c2nnn3Cc2ccccc2)cc1 is listed with -28	3	-1	x	6	2	7	-16	0.8
CCCN1CCC(NC(=S)Nc2cccc(Cl)c2Cl)CC1 is listed with -27	-9	3	0	-9	1	12	-11	1.3
CCN(CC(=O)Nc1ccc(C(C)=O)cc1)CC(=O)Nc1cccc(OC)c1 is listed with -55	-48	1	7	5	-2	8	19	2.6
Cc1ccc(N2C(=O)c3oc4ccccc4c(=O)c3C2c2cccc(O)c2)nc1 (stereo unspecified) is listed with x	-12	x	-7	25	5	6	14	-1.5
CC1Cc2cc(/C(O)=C3/C(=O)C(=O)N(Cc4ccco4)C3c3cccs3)ccc2O1 (stereo unspecified) is listed with 26	2	0[fluorescence artefact?]	13	-3	6	22	-7	-2.9

In a second layout: entries from further up
[6] CCOC(=O)c1cn(CC)c2cc(Cl)c([N+](=O)[O-])cc2c1=O
  EP2 mod = 16 | S1P4 antag = -3 | eIF4E 4G PPI = 7 | NPY Y1 blocker = 6 | NPY2 pot ag = -7 | p97 inhibitor = -6 | EP2 antag = 7 | NPY-Y1 PAM-ag = -24 | S1P4 agonist = -2.8

[7] Cn1c(SCC(=O)N2CCOCC2)nnc1-c1ccc2ncccc2c1
  EP2 mod = 4 | S1P4 antag = 14 | eIF4E 4G PPI = 3 | NPY Y1 blocker = x | NPY2 pot ag = -21 | p97 inhibitor = 8 | EP2 antag = 6 | NPY-Y1 PAM-ag = 1 | S1P4 agonist = 1.8

[8] CC1Cc2cc(/C(O)=C3/C(=O)C(=O)N(Cc4ccco4)C3c3cccs3)ccc2O1 (stereo unspecified)
  EP2 mod = 26 | S1P4 antag = 2 | eIF4E 4G PPI = 0[fluorescence artefact?] | NPY Y1 blocker = 13 | NPY2 pot ag = -3 | p97 inhibitor = 6 | EP2 antag = 22 | NPY-Y1 PAM-ag = -7 | S1P4 agonist = -2.9

(further entries)
Order of values: EP2 mod	S1P4 antag	eIF4E 4G PPI	NPY Y1 blocker	NPY2 pot ag	p97 inhibitor	EP2 antag	NPY-Y1 PAM-ag	S1P4 agonist
#21 O=C(Cc1ccccc1[N+](=O)[O-])NCc1ccncc1
→ 26	-12	3	2	-7	1	11	-11	-0.5
#22 CSC1=NCCN1C(=O)c1ccc2ccccc2c1
→ -6	1	-2	x	12	4	1	2	-0.3
#23 CCCOC(=O)C1=C(C)NC2=C(C(=O)CC(C)(C)C2)C1c1ccc(N(C)C)cc1 (stereo unspecified)
→ 20	5	5	-6	6	1	10	-3	-0.4
#24 N#CC(=NCc1cccnc1)C1=C(O)c2ccccc2C1=O
→ 12	4	1	x	11	13	10	1	-1.4
#25 COc1cccc(C(=O)COC(=O)C(C)N2C(=O)C3C4C=CC(C4)C3C2=O)c1 (stereo unspecified)
→ -1	-5	4	5	-3	-1	14	1	-0.5
#26 Cc1cccc(Nc2cc(C)c3c(O)cccc3n2)c1C
→ -45	7	0	-5	8	23*	19	4	-0.6
#27 Cc1nc(C)c2c(=O)cc(-c3ccccc3)[nH]c2n1
→ 9	-21	1	-3	-1	0	6	-5	2.7
#28 Cc1ccccc1C(=O)NC(=S)NC1CCSC1=O (stereo unspecified)
→ -18	-10	1	1	-5	4	5	0	0.6
#29 CC1(C)CC(=O)C2=C(C1)N(CC1CCCO1)C(=O)C2(NC(=O)c1cccnc1)C(F)(F)F (stereo unspecified)
→ 4	-14	7	-4	4	2	4	-2	0.9
#30 COC(=O)C(Sc1nc(C)cc(C)c1C#N)c1ccccc1 (stereo unspecified)
→ 27	-8	-6	7	-11	-4	14	-16	0.1
#31 COc1ccc(C2C(=O)N(C3CCCCC3)CC(=O)N2CC2COc3ccccc3O2)cc1 (stereo unspecified)
→ -5	-1	-9	2	-3	2	7	9	2.1
#32 CC(=O)Nc1ccc(S(=O)(=O)NC2(C(F)(F)F)NC(=O)N(c3ccccc3F)C2=O)cc1 (stereo unspecified)
→ 10	5	-1	-4	-1	-2	7	3	0.0
#33 CCc1cc(-c2onc(C)c2-c2cscn2)c(O)cc1OC
→ 20	-10	-1	7	-11	0	0	-3	-0.4
#34 CC(C)n1c(-c2ccc(N(C)C)cc2)nc2ccccc21
→ 23	1	2	6	6	-4	7	-23	-0.6
#35 CCCCn1c(=N)n(CC(O)COc2ccccc2)c2ccccc21 (stereo unspecified)
→ -3	4	-8	34*	-60	-5	16	-58	0.1
#36 COc1ccc2[nH]c(=O)c(CN(C(=O)C3CCCO3)c3ccc(C)c(C)c3)cc2c1 (stereo unspecified)
→ -1	2	-4	x	-1	-11	5	-12	0.4
#37 CC1CCCC(C)N1C(=O)c1cccc2c1-c1ccccc1/C2=N/O (stereo unspecified)
→ 44	-9	-2	6	-15	3	13	-40	-0.8
#38 Cc1ccc(CN2CCN(C3CSCCSC3)CC2CCO)cc1 (stereo unspecified)
→ -15	-14	-1	3	-3	-1	6	2	-1.1
#39 O=C1N(Cc2cccc(Cl)c2)C[C@@H]2C[C@@H](c3cccc4ncccc34)N3CCC[C@@]123
→ 15	8	0	11	12	-2	6	15	1.1
#40 Cc1ccc(C)c(Cn2c(=O)n(-c3ccc(CC(=O)NCc4ccco4)cc3)c(=O)c3sccc32)c1
→ 19	-9	-2[fluorescence artefact?]	0	13	5	15	-9	3.8
#41 Cc1ccc(C(C(=O)NCc2ccco2)N(CC2CCCO2)C(=O)Cn2nnc3ccccc32)cc1 (stereo unspecified)
→ 10	-22	5	3	-3	-8	10	0	1.4
#42 Cc1ccc(SCCC(=O)N/N=C/c2ccncc2)cc1
→ -45	-8	-6	3	-5	3	6	1	0.8
#43 COc1ccccc1OCC(=O)NCCSCc1ccccc1Cl
→ -1	-19	-2[fluorescence artefact?]	8	-9	-1	1	-33	1.0
#44 Cc1ccc(-c2nnc(SCC(=O)Nc3ccccc3F)o2)cc1
→ -14	-12	-2	13	7	0	4	-6	-4.7
#45 CCN(CC)S(=O)(=O)c1ccc(O)c(C(=O)OCC(=O)N2c3ccccc3CC2C)c1 (stereo unspecified)
→ -20	-12	0	x	-4	7	5	2	-0.7
#46 N#Cc1c(SC(C(=O)O)c2ccccc2)nc2c(c1-c1cccs1)CCCC2 (stereo unspecified)
→ 46	-1	0	x	-11	-3	22	-7	1.1
#47 CC(C)CCN(C(=O)Cc1ccc(Cl)c(Cl)c1)c1c(N)n(Cc2ccccc2)c(=O)[nH]c1=O
→ 15	-1	0	1	-4	1	11	-6	1.1
#48 [O-]/C(=C(\C(=S)Nc1ccc(Cl)cc1)[n+]1ccccc1)c1ccc(OC(F)F)cc1
→ -7	-9	-2	-1	8	3	0	24	0.4
#49 Cc1ccccc1NC(=O)c1ccc(S(=O)(=O)C(F)F)cc1
→ -21	2	5	5	8	4	0	-12	0.8
#50 Cc1cccc(N(C)S(=O)(=O)c2ccc3c(c2)NC(=O)CC(=O)N3)c1
→ -40	-5	-2	0	9	-2	5	19	0.6
#51 Cc1cc(=O)oc2cc(OCC(=O)NCc3ccncc3)ccc12
→ -1	0	0	4	7	3	7	32	0.6
#52 CCOP(=O)(OCC)C(Nc1ccccc1)c1cc(OC)ccc1OC (stereo unspecified)
→ 28	-5	-1[fluorescence artefact?]	-3	-2	10	6	5	0.8
#53 CN1CCNC(=O)C1CC(=O)NCC1(c2ccccc2)CCCCC1 (stereo unspecified)
→ 9	15	1	-5	-1	-5	9	-5	0.5
#54 Cc1cn(S(=O)(=O)c2ccc(Br)cc2)cn1
→ 1	-3	-12	4	-5	2	12	-2	2.9
#55 O=C(CN1CCCC1)NC12CC3CC(CC(C3)C1)C2
→ 1	12	1	1	7	7	7	4	0.1
#56 Cc1ccc(Nc2nc(N)nc(CSC(=S)N3CCN(c4ccccc4)CC3)n2)cc1
→ -8	-11	3	-3	5	9	13	19	1.5
